TRPML3 agonist – agonists of human TRPML3 channel | Q8TDD5 | HEK293 TRPML3-YFP, Fluo-8 calcium fluorescence; 100% = the carbachol control signal | activation, % at 3 µM | 220,000 compounds, 0.29% hits | AID 1448;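 active = activation above its plate's cutoff, the mean activation of the plate's test wells plus 3 SD, cut at about 12% in these data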;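 also: 0% = DMSO only wells and 100% = carbachol wells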
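Material: TRPML3-YFP stable HEK293 cells | Dosing: One concentration, 3 µM nominal, 0.3% DMSO | Timing: 125 s total fluorescence read per well | Technique: Fluo-8 calcium dye fluorescence, ex 470-495, em 515-575 nm | Measure: Percent activation from peak-to-basal fluorescence ratio, scaled between DMSO and carbachol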
TRPN1 ag – activates the zebrafish TRPN1 channel. HEK293 zebrafish TRPN1-YFP, Fluo-8 calcium fluorescence; 100% = response to 87 µM carbachol. activation, % at 3 µM. 220,000 compounds, 0.18% hits;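 active = activation above its plate's cutoff, the mean activation of test wells on that plate plus 3 SD, cut at about 19% in these data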;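 also: 0% = DMSO alone and 100% = 87 µM carbachol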
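Assay system: Zebrafish TRPN1-YFP in HEK293 cells | Incubation: Dye loading 1 h at 37 °C, then 30 min room temperature | Measured by: Kinetic Fluo-8 fluorescence, ex 470-495, em 515-575 nm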
Runt-SMMHC FRET – blocks binding of human RUNX1 Runt domain to CBFb-SMMHC. Q01196+Q13951. Cerulean-Runt/Venus-CBFb-SMMHC FRET ratio 530/480, 1 h. inhibition, % at 20 µM. 220,000 compounds, 0.74% hits;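 active = mean inhibition across duplicate retests at 20 µM reaching about 50%, limit read from the data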;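 also: 0% = DMSO wells and 100% = wells with excess untagged CBFb-SMMHC; inhibitors lower the FRET ratio by blocking Runt binding to CBFb-SMMHC; some results filed as inactive read as strong as hits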
NCF1 inh – p47phox (human) inhibition; 220,000 compounds, 0.53% hits; p47phox/p22phox peptide binding, fluorescence polarization, 2 h; AID 1274; inhibition, % at 24.7 µM; P14598;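 active = inhibition above about 30%, limit read from the data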;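 also: 0% = p47phox with labelled peptide and 100% = labelled peptide alone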
Target sequence (P14598 whole entry, looked up): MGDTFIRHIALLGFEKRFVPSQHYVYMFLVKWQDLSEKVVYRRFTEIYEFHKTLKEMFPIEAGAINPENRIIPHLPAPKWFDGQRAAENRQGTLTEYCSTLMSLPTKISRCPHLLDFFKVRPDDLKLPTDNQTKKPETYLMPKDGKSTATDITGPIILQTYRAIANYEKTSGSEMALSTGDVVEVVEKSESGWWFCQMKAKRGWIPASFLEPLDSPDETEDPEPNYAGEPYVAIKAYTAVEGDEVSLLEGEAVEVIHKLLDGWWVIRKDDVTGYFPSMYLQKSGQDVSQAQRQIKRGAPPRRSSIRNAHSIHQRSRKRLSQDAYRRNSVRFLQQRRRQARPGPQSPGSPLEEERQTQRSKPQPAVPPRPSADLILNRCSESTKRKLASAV
Mdm2 ligase inh – Mdm2 E3 ligase (human) inhibition; cell-based MDM2 ubiquitination luciferase reporter, 2 h; 0 = plate control, 100 = twice control, blank-subtracted; signal enhancement, % at 5 µM; 210,000 compounds, 0.11% hits;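 active = signal enhancement of 30% or more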;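 also: luminescence tracks abundance of the self-degrading MDM2-luciferase fusion protein; higher signal means inhibition of MDM2 E3 ligase activity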
Target sequence (Q00987 whole entry, looked up, the tested form may be a part): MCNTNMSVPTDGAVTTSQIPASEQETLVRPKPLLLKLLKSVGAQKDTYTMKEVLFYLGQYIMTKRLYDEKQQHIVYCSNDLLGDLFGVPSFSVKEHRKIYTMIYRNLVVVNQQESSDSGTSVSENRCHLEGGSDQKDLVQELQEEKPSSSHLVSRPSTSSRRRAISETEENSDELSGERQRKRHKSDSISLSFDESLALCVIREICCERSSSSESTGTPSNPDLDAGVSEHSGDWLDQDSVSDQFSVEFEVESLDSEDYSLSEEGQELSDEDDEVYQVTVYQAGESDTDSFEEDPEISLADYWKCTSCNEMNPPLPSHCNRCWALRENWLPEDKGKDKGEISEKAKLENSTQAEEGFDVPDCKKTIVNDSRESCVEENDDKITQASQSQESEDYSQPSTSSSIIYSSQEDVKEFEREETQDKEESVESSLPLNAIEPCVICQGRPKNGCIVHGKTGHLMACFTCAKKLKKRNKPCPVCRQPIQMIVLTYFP
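Buffer or medium: Cells held in DMEM | Assay system: Stable mammalian line carrying autodegrading MDM2–luciferase fusion reporter | Quantity: 2000 cells/well | Times: 4 h settle plus 2 h compound, 37 °C | Doses: One concentration, 5 µM, with 0.2% DMSO | Technique: Luminescence with SteadyLite reagent, 15 min at room temperature | Benchmarks: Plate controls and plate blanks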
PPC-1+TRAIL kill – compounds killing PPC-1 cancer cells with TRAIL present (potentiator screen, no TRAIL-free arm) | AID 1443 | cell killing (% activity), % at 4 µM | 220,000 compounds, 0.41% hits | PPC-1 cells + TRAIL, ATPLite viability luminescence;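 active = cell killing above 50% in the first pass at 4 µM, then a duplicate retest at 5 µM averaging 50% or more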;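 also: plate controls were cells with TRAIL plus DMSO for no effect and medium-only wells lacking cells for full effect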
TNF death inh – inhibitors of TNF-alpha induced necroptosis in Jurkat FADD-/- cells | Jurkat FADD-/- TNF necroptosis rescue, ATP luminescence, 24 h; 0 = TNF only, 100 = no-TNF cells | activation (protection from cell death), % at 10 µM | 220,000 compounds, 0.068% hits;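 active = activation, meaning protection from cell death, of at least 50% relative to plate controls; inactive = activation below 50%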;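 also: necroptosis triggered by 40 ng/mL TNF-alpha added together with compound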
CHOP inh – CHOP inhibition in unfolded protein response. CHO-K1 CHOP-promoter luciferase, tunicamycin-induced, 15-18 h. inhibition, % at 10 µM. 220,000 compounds, 3.8% hits. AID 2732;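 active = compounds that reduced the stress-induced luciferase reporter signal by more than about 70% of percent inhibition, limit read from the data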;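 also: 0% = tunicamycin plus vehicle and 100% = wells without tunicamycin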
EBV gp42 block – EBV gp42 inhibition; Q1HVG2; Fluorescence polarization binding assay, mP read-out; inhibition, % (tested at 21.74 µM); 220,000 compounds, 0.42% hits; in the data active = inhibition above about 50%
Starred values were filed as active, the others as inactive; . = no result given; [ ] = dose if it differs, or a comment.

molecule,TRPML3 agonist,TRPN1 ag,Runt-SMMHC FRET,NCF1 inh,Mdm2 ligase inh,PPC-1+TRAIL kill,TNF death inh,CHOP inh,EBV gp42 block
O=C(C1CC1)N1N=C(c2ccncc2)CC1(O)C(F)(F)F (configuration not stated),0.8,0.9,0,-3,-22,10,-1.2,7,-15
COC(=O)C1=C(C)N(c2cccc(Cl)c2)C(=O)C1,0.2,0.6,0,-7,7,11,-1.0,-44,-8
Cn1c(SCc2cccc3ccccc23)nnc1-c1ccco1,-0.1,-0.6,5,3,-10,21,-3.2,26,6
O=C(CCl)N=c1sccn1Cc1cccc2ccccc12,-0.7,-1.6,-6,-5,-19,97*[5 µM],-7.7,-191,4
CCOc1ccc(NC(=O)CN(C)S(=O)(=O)c2ccc3c(c2)CCC(=O)N3)cc1,0.7,1.7,60*,-4,-2,9,0.3,9,-9
CCOc1ncccc1C(=O)NCC1COc2ccccc2O1 (configuration not stated),-0.2,-1.3,-4,7,-7,-1,-4.4,4,-27
Cn1c(/C(C#N)=C(\O)c2ccc([N+](=O)[O-])cc2)nc2ccccc21,0.2,-0.3,1,-7,-12,-2,1.8,-9,-16
O=c1c2ccccc2c(/C=N/c2n[nH]c(CCCO)n2)c(O)n1-c1ccccc1Cl,1.1,0.3,19,-11,-4,11,-3.1,25,-12
CCOC(=O)C1=C(c2ccccc2)NC(SCC(=O)Nc2ccccc2C)=C(C#N)C1c1ccco1 (configuration not stated),0.2,-0.7,-5,-44,-9,22,-0.2,43,-20
Cc1cc(Nc2cccc(Cl)c2)nc(N2CCOCC2)n1,-0.3,1.1,2,-10,3,15,2.1,-10,17
c1ccc(COn2nnc3ccccc32)c(COn2nnc3ccccc32)c1,-1.8,-1.9,-5,-8,8,17,-1.0,54,-11
Cc1ccc(-n2ncc3c(=O)n(CC(=O)NC4CCCCC4)cnc32)cc1,1.1,-0.9,7,-11,-20,-5,-5.9,26,-1
CCc1ccccc1N1CN(Cc2cccnc2)CNC1=S,0.5,-0.5,-1,8,-8,10,3.9,0,-6
Cc1cc(C(C)(C)C)ccc1OCCOCCN1CCCC1,0.6,1.5,-1,-4,-12,15,2.8,8,-7
COc1ccc(C(=O)NCc2ccccc2)cc1Br,-0.1,0.4,1,-1,-9,0,0.3,1,-2
Cn1nc(-c2ccccc2)c(-c2nc(-c3ccc(Cl)cc3)no2)c1Cl,0.8,0.3,-4,7,-17,25,-0.3,-1,5
CN(C)/C=C/C(=O)c1ccc(Oc2ccccc2)cc1,0.1,-0.5,3,-10,-77,8,-1.3,20,-18
C=CCn1c(=NC(=O)c2ccc(S(=O)(=O)N3CCCC3)cc2)sc2cc(NC(C)=O)ccc21,1.6,2.1,-28,-7,3,30,3.1,-35,-29
C[C@H]1C=C(C(=O)NC2CC2)O[C@@H](OCc2ccc(CO)cc2)C1,.,.,2,-13,2,16,2.5,-8,1
COc1ccccc1C(=O)O/N=C(\N)c1ccccc1Cl,0.3,-2.2,-3,-9,5,12,-0.2,24,-10
CSc1nc(N(C)NC(=O)c2ccccc2)c2ccccc2n1,0.0,-0.7,-1,-4,-2,9,-18,-9,0
CCOc1ccc(-n2cc(C(=O)NC(C)C)c3cc(OC)c(OC)cc3c2=O)cc1,0.4,-0.2,-2,-22,-19,0,-0.7,5,-13
CS(=O)(=O)N1CCc2cc(-c3csc(NCC4CCCO4)n3)ccc21 (configuration not stated),-0.6,0.0,.,10,-7,.,17,60,-5
COc1ccc2oc(=O)c(C(=O)N3CCCC3)cc2c1,0.5,0.1,4,-4,-7,5,1.3,9,-12
Cc1cc[n+](Cc2ccc([N+](=O)[O-])cc2)cc1,1.6,1.7,-2,5,-3,-9,-0.4,4,-24
COc1cccc(/C=N/Nc2nnc(C)n2N)c1OCc1ccccc1Cl,-0.7,-1.8,-7,-13,-5,10,-0.7,1,-16
CCN(c1ccc(NC(=O)COC(=O)CCC(=O)c2ccc(F)cc2)cc1)C(C)C,-0.1,-0.8,4,1,-12,7,4.5,44,-20
COc1cc(OC)c(C(=O)N2CCCC2)cc1OC,0.0,1.2,4,-6,.,-6,-0.2,-5,-11
Cc1ccc(-c2ccc(C(=O)O)c(C)n2)cc1,1.1,0.8,0,3,-4,2,1.0,12,-1
COC(=O)C1=C2SCC(=O)N2C(N)=C(C#N)C1,-0.2,1.7,-1,-11,-7,3,1.1,11,-6

Continued, starting with the last three of the part before.
molecule,TRPML3 agonist,TRPN1 ag,Runt-SMMHC FRET,NCF1 inh,Mdm2 ligase inh,PPC-1+TRAIL kill,TNF death inh,CHOP inh,EBV gp42 block
COc1cc(OC)c(C(=O)N2CCCC2)cc1OC,0.0,1.2,4,-6,.,-6,-0.2,-5,-11
Cc1ccc(-c2ccc(C(=O)O)c(C)n2)cc1,1.1,0.8,0,3,-4,2,1.0,12,-1
COC(=O)C1=C2SCC(=O)N2C(N)=C(C#N)C1,-0.2,1.7,-1,-11,-7,3,1.1,11,-6
O=C(COC(=O)C1(c2ccc(F)cc2)CCCC1)N1CCc2ccccc21,-0.3,-0.1,-4,-21,3,5,24,25,-14
Cc1ccc(C(=O)NCCCn2ccnc2)cn1,-0.9,0.9,4,2,4,18,-1.0,-8,-19
Cc1ccc(NC(=O)C(Cc2ccccc2)NC(=O)c2ccco2)cc1 (configuration not stated),-0.2,-0.7,0,-7,-12,2,-0.2,26,-21
O=C(Nc1ccc(S(=O)(=O)N2CCCC2)cc1)c1cnccn1,1.5,3.8,-2,9,4,8,-0.3,9,9
CCOC(=O)CN(C)S(=O)(=O)c1ccc(-c2cc(C(=O)OC)sc2C(F)(F)F)cc1,11,-0.6,-5,-17,-15,-1,1.3,-2,4
CCNC(=O)[C@H]1O[C@@H](n2cnc3c(N)nc(NCCc4ccc(CCC(=O)O)cc4)nc32)[C@H](O)[C@@H]1O,.,.,-5,-9,13,-14,-3.9,5,-15
CCOC(=O)c1sc(NC(=O)c2ccncc2)nc1C,1.0,-1.6,1,5,1,24,-0.9,-8,-18
CCCCc1c(O)nc2sc3cc(OC)ccc3n2c1=O,0.1,0.3,-3,-3,-25,23,-1.0,28,-26
Cc1ccnc(NS(=O)(=O)c2ccc(NC(=O)c3ccc(S(=O)(=O)N(C)C)cc3)cc2)n1,-0.1,-0.3,0,94*,-11,12,1.4,-10,-13
CC1=NN(c2cccc(Cl)c2)C(=O)C12CC(C)=C(C)CS2 (configuration not stated),0.5,-0.8,1,-15,-2,4,5.9,11,-8
Cc1nn(CCCC(=O)Nc2cc(Oc3ccccc3)cc([N+](=O)[O-])c2)c(C)c1[N+](=O)[O-],0.5,1.2,-1,-9,-18,13,-2.3,61,-10
O=C(O)c1cc(N/N=C/c2ccc(N3CCOCC3)cc2)ccc1Cl,0.6,2.1,-26,-7,21,9,1.2,40,-15
Oc1[nH]c2ccccc2c1N=Nc1nc2ccccc2s1,1.4,-0.1,-11,-18,-46,19,-3.9,-29,50
O=C(Nc1ccc(S(=O)(=O)N2CCN(c3ccccc3)CC2)cc1)c1cccs1,0.0,0.0,-6,-1,-20,27,3.2,43,9
CCOc1ccc(C(=O)OCC(=O)Nc2nc(OC)cc(OC)n2)cc1OCC,0.2,-0.2,5,2,-27,2,1.9,31,-34
Cc1cccc(Oc2ccccc2N)c1,0.3,-0.6,-1,-5,-6,-3,-0.4,64,-20
CC(=O)c1c(C)[nH]c(C(=O)N(C)C(c2ccccc2)c2ccccc2)c1C,-0.8,-1.6,2,-8,-9,6,-2.2,16,-12
N#Cc1c[nH]n2c(=O)c3c(nc12)CCCC3,0.1,1.0,1,-9,-14,18,-2.0,54,-9
CC(C)C(=O)NC(C)C(c1cccs1)N1CCOCC1 (configuration not stated),0.4,1.4,-7,-4,-6,13,1.0,10,-9
COc1ccc(OC)c(/C=N/NC(=O)CCN2CCN(C(c3ccccc3)c3ccccc3)CC2)c1,-0.1,-1.6,-9,-7,-11,19,-0.7,63,12
O=C1OCCC1Sc1nnc(-c2ccccc2Cl)n1Cc1ccccc1 (configuration not stated),0.8,0.4,-1,-8,-8,11,0.4,6,-10
c1cncc(-c2nnc3sc(-c4ccco4)nn23)c1,0.7,2.7,-3,8,-10,12,0.2,-23,-23
Cc1ccc(CNC(=O)CN(C2CCCCC2)S(C)(=O)=O)cc1,0.1,-1.6,-2,-7,.,20,1.0,12,-1
CC(OC(=O)Cc1coc2cc3c(cc12)CCC3)C(=O)NC(N)=O (configuration not stated),-1.4,-1.5,-5,-8,-11,3,-1.0,5,-3
Cc1ccc(OCC(=O)N(C)Cc2ccccc2)c([N+](=O)[O-])n1,0.2,0.5,-2,-2,-13,13,-1.8,25,6
COc1ccc([N+](=O)[O-])cc1NC(=O)CC1SC(=Nc2cccc(C)c2C)N(/N=C(\C)c2ccc(C)cc2)C1=O (configuration not stated),0.4,1.5,2,-37,-6,29,1.0,-1,-19
O=C(Cn1cnc2ccccc2c1=O)Nc1ccc(-c2nnc3n2CCCCC3)cc1,0.2,0.1,-2,-9,-7,5,-0.8,29,-25
CCOC(=O)c1nn(-c2cc(C(=O)OC)cc(C(=O)OC)c2)cc1O,0.6,0.3,3,2,-10,2,-2.6,18,-13
Cc1cc(C(=O)COC(=O)CN=C2NS(=O)(=O)c3ccccc32)c(C)n1CCc1ccc(Cl)cc1,-0.3,2.0,0,-55,5,3,1.5,5,-9
NC(=O)CSc1nnc(C2CC2)n1Cc1ccccc1,0.6,0.4,13,-8,7,-10,-2.6,-4,-8
COc1ccc(CNC(=O)C2CCN(S(=O)(=O)c3cccc4cccnc34)CC2)cc1,1.1,1.7,2,-3,.,12,0.4,8,-10
Cc1ccccc1C1CC(c2ccccc2OC(F)F)Nc2ncnn21 (configuration not stated),0.7,2.7,0,-8,-9,-4,0.7,23,-8
CCOc1cc(/C=N/NC(=O)CCCC(=O)NC2CCCCC2)ccc1O,0.3,-0.5,5,-4,-6,13,1.8,29,-5
Cc1c(CCOC(=O)c2cc([N+](=O)[O-])ccc2Cl)sc[n+]1CCCCS(=O)(=O)[O-],0.4,1.3,0,-9,-91,1,-0.3,5,6

Screens (PubChem BioAssay)
